Screening results as filed in PubChem BioAssay.
DNA FID counter = counter-screen for HCV NS3 helicase inhibitors: DNA intercalator displacement | 290,000 tested, 0.17% active | DNA fluorescent intercalator displacement, fluorescence | inhibition, % at 7.9 µM; in the data active = inhibition above about 37%;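 also: 0% = vehicle and 100% = reference compound; higher means more ethidium bromide displaced from hairpin DNA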
PHOSPHO1 inh = PHOSPHO1 (human) inhibition; Q8TCT1; recombinant PHOSPHO1, absorbance phosphatase assay; inhibition, % at 13.3 µM; 290,000 tested, 1.1% active; AID 1565; in the data active = inhibition above about 60%
GalR3 antagonist = antagonists of human GalR3 | AID 651719 | 360,000 tested, 0.44% active | inhibition, % at 3 µM | HEK293 GalR3-CNG cAMP membrane potential fluorescence; galR3 body fused to GalR1 C-terminus;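 active = inhibition above the screen-wide average plus 3 SD, cut at about 13% in these data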;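 also: forskolin and galanin both at EC90 stimulate the cells; cAMP rise reported by CNG channel membrane potential dye signal; 0% = forskolin plus galanin with DMSO and 100% = forskolin alone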
Target sequence (O60755 1-299 limits assumed): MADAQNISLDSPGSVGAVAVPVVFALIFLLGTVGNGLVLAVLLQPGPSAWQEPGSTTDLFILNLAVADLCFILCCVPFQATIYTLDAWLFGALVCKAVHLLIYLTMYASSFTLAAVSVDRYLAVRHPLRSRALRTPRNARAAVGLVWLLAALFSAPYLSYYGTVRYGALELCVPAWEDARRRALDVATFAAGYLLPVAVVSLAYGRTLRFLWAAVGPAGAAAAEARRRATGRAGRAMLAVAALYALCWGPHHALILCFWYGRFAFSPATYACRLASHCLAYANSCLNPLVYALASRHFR
GPR7 antag = blocks human GPR7 receptor signaling; P48145; AID 1861; GPR7-expressing cells, fluorescence antagonist assay; 290,000 tested, 1.1% active; inhibition, % at 4.4 µM; in the data active = inhibition above about 16%, passing the limit was not always enough;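 also: cells stimulated with the agonist NPW; 0% = agonist with vehicle and 100% = vehicle without agonist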
IMP-1 inhibitor = inhibitors of Pseudomonas aeruginosa IMP-1 metallo-beta-lactamase. purified IMP-1, nitrocefin hydrolysis, epi-absorbance fluorescence. inhibition, % at 5.6 µM. 290,000 tested, 0.45% active. AID 1556;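 active = inhibition above the mean plus 3 SD of all compounds in the same screening run, cut at about 4.5% in these data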;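 also: 0% = IMP-1 with DMSO and 100% = DMSO wells lacking enzyme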
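Material – recombinant IMP-1 enzyme, purified · Amount – IMP-1 0.2 nM before substrate addition · Medium – HEPES buffer pH 7.1 with ZnSO4 and Brij 35 · Timing – 25 °C, 15 min preincubation, 25 min reaction · Measured by – plate fluorescence quenching by hydrolysis product, ex 480/em 530 nm · Read-out – percent enzyme inhibition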
OXTR agonist = activates the human oxytocin receptor | P30559 | CHO-OTR cells, Fluo-8 calcium fluorescence; normalized: DMSO 0%, oxytocin 100% | activation, % at 3 µM | 320,000 tested, 0.32% active;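 active = activation above the mean of all tested compounds plus 3 SD, cutoff set per screening run, cut at about 20% in these data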;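 also: peak over basal fluorescence ratio from a 100 s FLIPR kinetic read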
V1R ag counter = activates human V1a receptor in oxytocin agonist counter-screen; CHO-V1R cells, Fluo-8 calcium fluorescence, agonist mode; 0% DMSO, 100% 3 nM vasopressin; activation, % at 3 µM; 320,000 tested, 0.25% active; P37288;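 active = activation above the mean activation of all tested compounds plus 3 SD, per screening run, cut at about 20% in these data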;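 also: signal is peak over basal fluorescence ratio across a 100 second FLIPR read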
Target sequence (P37288 whole entry, looked up): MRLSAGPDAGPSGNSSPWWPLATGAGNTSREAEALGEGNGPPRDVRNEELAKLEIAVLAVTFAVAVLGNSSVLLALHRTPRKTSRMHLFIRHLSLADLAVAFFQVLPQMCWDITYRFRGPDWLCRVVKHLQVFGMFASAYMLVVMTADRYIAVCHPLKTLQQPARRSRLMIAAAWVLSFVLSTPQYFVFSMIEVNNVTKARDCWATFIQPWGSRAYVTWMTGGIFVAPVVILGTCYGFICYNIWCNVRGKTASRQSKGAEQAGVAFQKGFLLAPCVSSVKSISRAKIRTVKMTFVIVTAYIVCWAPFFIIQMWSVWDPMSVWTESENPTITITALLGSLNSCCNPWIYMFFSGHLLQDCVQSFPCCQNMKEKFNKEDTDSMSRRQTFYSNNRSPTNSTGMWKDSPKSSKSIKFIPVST
VIM-2 inh = blocks Pseudomonas aeruginosa VIM-2 metallo-beta-lactamase. inhibition, % at 5.6 µM. purified VIM-2, nitrocefin hydrolysis, epi-absorbance fluorescence. AID 1527. 290,000 tested, 0.89% active;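 active = inhibition above the mean of all tested compounds plus 3 SD, cutoff set per screening run, cut at about 7.5% in these data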;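 also: red hydrolysis product quenches plate fluorescence so inhibitors raise well fluorescence; 0% = enzyme with DMSO and 100% = DMSO without enzyme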
HCV NS3 hel inh = HCV NS3 helicase inhibition; NS3 helicase DNA unwinding, Cy5 molecular beacon fluorescence; inhibition, % at 10.9 µM; 290,000 tested, 0.56% active; AID 1800;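 active = inhibition above the mean of all tested compounds plus 3 SD, set per campaign, cut at about 35% in these data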;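 also: 0% = DMSO wells and 100% = thioflavine S control wells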
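System: Hepatitis C virus NS3 helicase domain fragment enzyme | Reagent: Annealed dual-labelled DNA beacon duplex, ATP-started | Compound dosing: 10.9 µM single point, 0.8% DMSO | Incubation: 1 h reaction at 25 °C, ATP-initiated | Technique: Cy5 fluorescence | Evaluation: Percent inhibition from t60/t0 fluorescence ratio | Benchmarks: Low DMSO, high thioflavine S at 110 µM | Replication: Singlicate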
An asterisk follows results filed as active; / = no result given. Outcome played no part in choosing rows, and some 4.3% of all compounds hit somewhere here.

SMILES,DNA FID counter,PHOSPHO1 inh,GalR3 antagonist,GPR7 antag,IMP-1 inhibitor,OXTR agonist,V1R ag counter,VIM-2 inh,HCV NS3 hel inh
COc1cc(N)n(S(=O)(=O)c2ccc(C)cc2)n1,-2,5,-5,-8,-1.6,0.9,1.1,-3.0,4
O=C(O)COc1ccc(NC(=O)c2ccc(NC(=O)c3ccco3)cc2)cc1,-4,-14,-3,-4,-2.8,0.1,0.2,0.2,-6
CCC(=O)NC(c1ccc(OC)c(OC)c1)c1cc(Cl)c2cccnc2c1O (stereo unspecified),-18,-7,-2,4,-3.8,/,/,-4.7,6
CCC(C)c1ccc(OCc2ccc(C(=O)OC)o2)cc1 (stereo unspecified),-13,-5,-7,-17,-2.4,-0.9,-0.4,-2.3,2
CCOC(=O)C1CCN(C2CCN(C(=O)c3oc4c(F)cccc4c3C)CC2)CC1,-13,14,-2,-5,-0.1,0.3,-0.5,-1.1,-5
CC(=O)Nc1ccc(S(=O)(=O)Nc2cccc(NC(=O)C(C)(C)C)c2)cc1,0,-6,-4,-1,-1.6,-0.5,1.1,-1.9,-3
CC1CCC(NC(=O)CN(C)S(=O)(=O)c2cccc3cccnc23)CC1 (stereo unspecified),-30,32,-1,4,-0.6,-0.2,-0.5,-1.9,-6
OC(COCc1ccccc1)CN1CCCC1 (stereo unspecified),2,-10,-12,-1,-1.3,0.1,-0.2,1.0,-4
Cc1ccc(NC2CCCN(C(=O)c3ccnc(Cl)c3)C2)cc1C (stereo unspecified),-27,40,-7,5,-0.7,-1.3,0.0,-0.6,-4
COC(=O)[C@@H](NC(=O)NCc1ccccc1F)C(C)C,0,18,0,7,-2.8,-0.8,0.4,-2.8,-1
CCOC(=O)CCn1nc(-c2ccccc2)cc1N,-1,16,1,1,-0.8,-0.7,0.1,-1.6,-16
O=C(O)CCCCCCCCc1cn(CCc2c[nH]c3ccccc23)nn1,-41,-7,-5,-4,0.7,0.2,-0.7,1.9,14
CCOC(=O)c1cnc(-c2cccc(OC)c2)[nH]c1=O,2,7,2,-9,-1.6,0.1,-0.5,-2.9,-8
C=CCNC(=S)NNC(=O)c1ccc2c(c1)OCO2,0,44,-7,-6,-1.7,1.6,-0.1,-1.4,-1
Cc1cc(Cl)c2oc(C(=O)N(C)CCCN3CCOCC3)c(C)c2c1,1,58,2,-21,-0.4,2.1,3.2,1.3,-11
Cc1ccn2c(CNCCCn3cccn3)c(C(=O)N3CCCCCC3)nc2c1,-5,40,3,-7,-3.3,1.0,-0.4,-2.5,-10
C/C(=N/NC(=O)CNC(=O)c1ccc2c(c1)OCO2)c1ccc2c(c1)CCCC2,7,-15,-3,-7,-0.6,-2.0,7.6,-3.3,13
COc1ccc(CCn2c(=N)c(C(=O)N3CCN(C)CC3)cc3c(=O)n4ccccc4nc32)cc1,33,-1,-4,-11,-4.7,-0.6,0.2,4.9,-10
CC(C)(C)c1cc(C(=O)NNc2cc(C(F)(F)F)ccc2Cl)n(Cc2ccccc2)n1,-13,-1,8,-10,-1.6,-0.9,1.0,0.9,-5
Cc1csc(=Nc2c(C)n(C)n(-c3ccccc3)c2=O)n1-c1ccccc1,-6,-10,-4,-8,-2.4,-1.0,0.4,-4.3,8
O=C1CCNc2c(Cl)cc(Cl)cc21,1,32,-6,-4,-2.4,0.1,-0.3,-0.7,-12
CCOC(=O)c1c(C)[nH]c(C)c1S(=O)(=O)N(C)CC(=O)Nc1ccccc1,-26,22,1,0,-1.9,-0.9,0.9,-1.2,-5
CCS(=O)(=O)Nc1cccc(C2=NN(S(=O)(=O)c3ccccc3)C(c3cccs3)C2)c1 (stereo unspecified),-16,-144,-8,8,-0.7,-0.1,-0.4,0.8,-13
O=C(Cc1cccs1)N1CCC(c2nc3c(nnn3Cc3ccc(F)cc3)c(=O)[nH]2)CC1,-30,14,-4,-13,-1.1,-1.1,-0.8,-3.2,-8
Cc1cc2ncc(-c3ccc(Cl)cc3)c(N)n2n1,3,6,-1,0,-1.2,-1.7,-1.6,-4.8,-5
COc1ccc(-c2coc3c(C)c4oc(=O)c(CC(=O)O)c(C)c4cc23)cc1,-25,5,2,-6,2.5,/,/,16*,15
CC(C)(C)Cc1nnc(NC(=O)c2cc(-c3ccccc3)nc3ccccc23)s1,-4,17,1,-8,-2.6,0.1,0.6,-2.9,-3
CCNc1nc(NCC)nc(OCCOC(C)=O)n1,-3,5,-3,5,4.9*,0.5,0.5,1.9,0
COc1ccc(-c2cc(C(=O)NCCc3ccc(S(N)(=O)=O)cc3)c3ccccc3n2)cc1,-16,32,-2,-10,-0.3,0.1,1.1,-0.9,0
Cc1cccc(NC(=S)NC(C)C(c2cccs2)N2CCN(C)CC2)c1C (stereo unspecified),8,28,-4,-8,-2.2,0.1,0.6,0.9,-12
CN(C(=O)c1ccccc1[N+](=O)[O-])c1ccccc1C(=O)NCc1ccccc1,-12,33,-1,-11,-1.8,6.6,-1.3,-3.9,0
CCc1ccc(NC(=O)N2CCC(c3ccccc3)C2)cc1 (stereo unspecified),-18,5,-6,-10,-2.1,0.2,-0.7,-2.6,-5
CC1(c2ccc(Cl)c(Cl)c2)NC(=S)N2C1NC(=S)N2c1ccccc1 (stereo unspecified),-6,89*,-4,-7,-3.4,3.1,1.6,-2.1,-5
CC1CN(c2nnc(-c3ccccc3)c3ccccc23)CC(C)O1 (stereo unspecified),-26,20,0,-2,-1.8,-2.4,-1.2,-1.2,3
O=C(CN1CCc2ccccc21)Nc1ccc2c(c1)OCO2,1,-39,-1,11,-4.6,-0.3,-0.3,-1.2,16
O=S(=O)(NCCNS(=O)(=O)c1cccs1)c1cccs1,-4,28,8,-3,-3.2,-0.5,0.6,-4.5,6
CCCCNC(=O)c1cn(CC)c2cc(N3CCN(C(=O)c4ccco4)CC3)c(F)cc2c1=O,-35,13,5,-6,-0.3,1.3,2.5,1.7,-19
Cc1ccc(S(=O)(=O)/N=C(/Nc2ccc(F)cc2F)c2ccc(F)cc2)cc1,-10,-30,3,-3,1.9,-0.7,-1.2,-1.4,-6
O=C(Nc1ccccc1)c1ccc(NCCN2C(=O)CCC2=O)c([N+](=O)[O-])c1,2,41,-8,-9,-1.2,0.7,-0.1,-2.0,2
Clc1ccc(/C=N\Nc2ccccc2)cc1,-3,40,-4,1,-2.0,1.1,-0.4,-3.5,-2
CCCC(=O)c1cc(F)c(N2CCN(CCC#N)CC2)cc1C,-9,-9,1,-11,-3.4,1.2,0.9,-1.6,2
CCOc1ccccc1NC(=S)N(CCCN1CCOCC1)Cc1cn(C)c2ccccc12,2,-1,3,0,-2.8,-1.0,1.3,-3.3,-11
CC1Sc2ccc(S(=O)(=O)NCCc3ccc(Cl)cc3)cc2NC1=O (stereo unspecified),-23,15,2,-10,-4.6,1.8,3.0,-1.5,-12
O=C(Nc1cccn(Cc2c(F)cccc2Cl)c1=O)NC1CCCCC1,-27,18,-8,19,-0.1,0.1,1.7,1.9,24
Cc1ccc(N(C)C(=O)C2CCCN2S(=O)(=O)c2cccc3nsnc23)cc1 (stereo unspecified),-30,13,2,-19,-4.2,0.7,-0.7,-4.0,5
CCCCCCn1c(C(C)O)nc2ccccc21 (stereo unspecified),-5,43,-2,-5,-1.5,0.1,0.4,-1.5,-1
COc1ccc(C(=O)Nc2ccc3nc(C)sc3c2)cc1OC,-21,-8,-5,2,3.2,-1.1,-0.9,-0.3,-11
COc1ccc(Cl)cc1S(=O)(=O)N1CCC(C(=O)NCC2CCCO2)CC1 (stereo unspecified),-15,/,-3,-5,-1.4,-0.8,-0.4,-2.2,0
CCCOc1ccc(/C=N/Nc2ccccn2)cc1OC,-2,11,-2,6,-2.1,-0.6,-1.0,0.8,1
COc1ccc(S(=O)(=O)N(CC(=O)N/N=C/c2cccs2)c2ccc(C)cc2)cc1OC,-24,-22,1,-2,-3.1,-1.4,0.1,-1.3,-5
CCCCN(C)C(=O)C1CCC(CNS(=O)(=O)c2ccc3c(c2)CC(C)N3C(=O)C2CC2)CC1 (stereo unspecified),-53,48,2,-7,-3.7,4.5,8.7,-2.5,-4
O=C(c1cc(COc2c(F)cccc2F)on1)N1CCC(c2ccccc2Cl)C1 (stereo unspecified),-13,18,3,-1,0.8,3.2,1.1,2.2,7
CC(C(=O)O)n1cnc2sc3c(c2c1=O)CCCC3 (stereo unspecified),-3,29,-4,0,-5.0,-0.3,-0.2,-1.7,-16
CCOC(=O)C1=C(C)Nc2nc(C)nn2C1c1ccc(OCC)c(OC)c1 (stereo unspecified),-10,44,-1,-13,-2.9,0.5,0.1,-1.5,-15
O=C(NCC1CCCO1)c1ccc(COc2ccc(F)cc2)o1 (stereo unspecified),-9,-28,-6,-8,-2.6,-0.2,0.2,-1.5,8
CN(CC(=O)Nc1ccccc1C(=O)N1CCCC1)S(=O)(=O)c1ccc(Cl)cc1,-21,-5,2,-4,0.5,-0.7,-0.2,-0.2,12
